ALOX12 inh: ALOX12 (human) lipoxygenase inhibition; AID 1671190; P18054; purified 12hLO, xylenol orange hydroperoxide absorbance; Potency, µM (top dose mostly 108 µM), for inactives: top-dose activity change, negative = inhibition, most hits filed as inhibitors; 1.1% of 580,000 active; active = well fitted inhibition curve with a large enough effect; inconclusive = small, poorly fitted or top-dose-only effect, or another doubt; inactive = no such curve, though single readings can be large or run the other way
Target sequence (P18054 whole entry, looked up): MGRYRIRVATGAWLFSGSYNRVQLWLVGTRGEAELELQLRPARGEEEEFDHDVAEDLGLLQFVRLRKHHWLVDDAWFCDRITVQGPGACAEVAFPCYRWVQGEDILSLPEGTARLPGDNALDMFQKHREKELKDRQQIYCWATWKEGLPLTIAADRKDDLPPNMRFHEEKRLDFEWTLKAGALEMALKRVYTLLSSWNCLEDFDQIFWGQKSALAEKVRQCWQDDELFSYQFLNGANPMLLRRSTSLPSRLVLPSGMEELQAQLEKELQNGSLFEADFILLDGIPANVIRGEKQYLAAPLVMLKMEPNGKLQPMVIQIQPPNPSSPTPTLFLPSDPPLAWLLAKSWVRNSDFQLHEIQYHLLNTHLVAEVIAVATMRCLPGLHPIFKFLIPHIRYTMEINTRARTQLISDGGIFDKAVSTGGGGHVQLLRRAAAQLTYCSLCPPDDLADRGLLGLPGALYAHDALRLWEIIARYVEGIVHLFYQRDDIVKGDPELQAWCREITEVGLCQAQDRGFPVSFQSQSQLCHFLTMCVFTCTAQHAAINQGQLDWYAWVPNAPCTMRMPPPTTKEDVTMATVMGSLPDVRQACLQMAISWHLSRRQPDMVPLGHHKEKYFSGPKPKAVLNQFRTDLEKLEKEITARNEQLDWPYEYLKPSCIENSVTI
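Purified human 12hLO at 150 nM in 25 mM Hepes, 0.01% Triton X-100, pH 7.0, preincubated 15 min at room temperature with compound. Reaction started with 40 uM arachidonic acid, 30 min at room temperature. Hydroperoxide measured by Fe-xylenol orange, 573/405 nm absorbance ratio.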
An asterisk follows results filed as active; ? = inconclusive; [ ] = another dose, or the depositor's remark. % is set by controls: 0 for no effect and ±100 for the full control effect; potency is the fitted concentration of half-maximal effect.

SMILES	ALOX12 inh
COc1cccc(-c2cc3c(=O)n(CCNC(=O)COc4ccccc4)ccn3n2)c1	5.8%
CCc1nc2c(c(-c3ccc(Cl)cc3)n1)CN(C(=O)C1CCCC1)CC2	19.3%
Cc1ccc(C(=O)NCc2ccc(N3CCCC3)nc2)cc1F	22.0%
COC(=O)c1c(OCC2CCCN(C)C2)cc(=O)n2c1CCN(Cc1ccc(OC)c(O)c1)CC2 (configuration not stated)	12.0%
CN(Cc1cccc(C#N)c1)C(=O)NCCNC(=O)CC1CCCC1	32.5%[activator]
O=S(=O)(c1cc(Cl)ccc1Cl)N1CCN(c2nnnn2-c2ccccc2)CC1	5.7%
O=C(Cc1n[nH]c(=O)c2ccccc12)NCCN1CCCCCC1=O	11.6%
CCOCc1ccc(CNC(=O)c2nccnc2N)cc1	?
CC(C)NC(=O)C1(C)CN(S(C)(=O)=O)CC(=O)N1C1CC1 (configuration not stated)	11.0%
N#Cc1ccc(C(=O)N2CCCN(Cc3ccncc3)C(c3ccccc3)CC(=O)NCC2)cc1 (configuration not stated)	39.5%[activator]
C=CCNC(=O)CCc1c(C)nn(-c2ccc(F)cc2)c1Oc1cccc(F)c1	28.9%
O=C(NCc1ccccc1)N1CCN(C(=O)c2ccccc2)CC1	-10.0%
OCCc1cc(CC2(N(CC3CC3)CC3CC3)COC2)no1	44.6%[activator][176 µM]
O=C(c1cc(-c2cccs2)nc2ccccc12)N1CCN(c2cccc(C(F)(F)F)c2)CC1	-9.9%
O=C(NC1CCCCC1)c1cccc(NC(=O)C2CC2)c1	1.7%
NC(=O)CCN(CCC(N)=O)S(=O)(=O)c1ccc(Br)cc1	-3.5%
Cc1cc(Br)cc(Cl)c1OCC(=O)NCc1cccc(NC(=O)C2CC2)c1	-27.2%
COc1cccc(CN2CCCC(C(=O)NCc3ccccc3)CCNC(=O)CC2)c1 (configuration not stated)	?
CCC(C)CN1C(=O)CSCC1(C)C(=O)NC(C)C (configuration not stated)	11.2%
COc1nccc(N2CCC(CC(=O)N3CCCC3)CC2)n1	-2.4%
Cc1c(CNC(=O)c2ccc3nc(-c4ccc(F)cc4)cn3c2)cnn1C	56.0%[activator]
COc1ccccc1CNC(=O)CN(c1ccccc1)S(=O)(=O)N(C)C	49.3%
CN1CCC(OCCCn2ccnc2-c2ccccc2C(=O)O)CC1	?
Cc1ccc(NC(=O)C(Sc2nnnn2C2CCCC2)c2ccccc2)cc1 (configuration not stated)	?
CCc1ccccc1NC(=O)N1CCN(c2ccc(=O)n(-c3ccc(C)cc3)n2)CC1	-0.9%
CC(=O)N1CCn2cc(C(=O)Nc3ccc(Cl)cc3Cl)nc2C1	2.4%[6.33 µM]
Nc1nc(Nc2cccc(Cl)c2)sc1C(=O)c1cccc(Br)c1	?
O=C(NCC1CNCCOC1)c1ccc2nc(-c3ccc(F)cc3)cn2c1 (configuration not stated)	?
COC(=O)CNCc1cccc(F)c1	-54.5%
Cc1cc(C(=O)N2CC[C@H]3CC(=O)N(Cc4ccc5c(c4)OCO5)CC[C@H]3C2)no1	14.4%[176 µM]
CN(Cc1cc(C(C)(C)C)n[nH]1)C(=O)c1ccccc1C1CCNC1 (configuration not stated)	13.7%
Cc1cc(C)n(CC(=O)N2CCC3(CC2)CC(N2CCN(C(C)C)CC2)CCO3)n1 (configuration not stated)	18.2%
Cc1ccccc1-n1ccnc1SCC(=O)c1ccc(F)c(F)c1	?
O=c1c2cc3c(=O)n(C4CCCCCC4)ccc3nc2ccn1-c1ncn[nH]1	70.4%[activator]
O=C(Nc1ccc2c(N3CCOCC3)ncnc2c1)c1cccc(Br)c1	40.1%[activator]
CC(C)c1nc2oc3c(N(CCO)Cc4ccccc4)ncnc3c2c2c1CCC2	8.6%
Cn1nc(C2CCCN2)c2c(C(=O)N3CCOCC3)cc(C3CC3)nc21 (configuration not stated)	3.9%[6.33 µM]
CCN(CC)c1nc2ccccc2nc1C(=O)Nc1ccccc1Cl	2.8%
O=C(/C=C/c1cccs1)c1ccc2ccccc2c1	23.8%
O=C(N1CCCC1)N1C2CCC1CN(c1ccc(C(F)(F)F)cc1)C2	12.7%[6.33 µM]
COc1ccccc1NS(=O)(=O)c1ccc2oc(SCC(=O)N(C)C)nc2c1	-1.5%
Cc1ccc(C)c(Nc2nc(-c3ccc(-c4ccccc4)cc3)cs2)c1	?
NCCCC(=O)N1CCC2(CC1)CN(C(=O)Cc1ccccc1)CCO2	4.6%[6.33 µM]
CC(C)N1C(=O)C2(CCCC2)C1C(=O)Nc1cccc(OC(F)(F)F)c1 (configuration not stated)	35.8%[activator]
COc1ccccc1-c1cc(C(=O)N2CCN(c3ncccn3)CC2)nc2c1cnn2C	0.7%[6.33 µM]
CCN(CC)CCN1Cc2c(sc(C)c2C)N(C(=O)c2ccc(OC)cc2)C1	-3.6%
CC(C)c1ccc(C(C)NC(=O)CCCNC(=O)C(C)(C)C)cc1 (configuration not stated)	-8.9%
O=C(COC(=O)C1CC(=O)N(c2nc(-c3ccc(Cl)cc3)cs2)C1)c1ccc(Cl)cc1 (configuration not stated)	-4.1%
O=C(NC[C@H]1OC[C@@H](NC2CCOCC2)[C@@H]1O)C1CCCC1	0.7%[176 µM]
COc1ccc2nc(/C=C/c3cccc(F)c3)sc2c1	?

Continuation:
SMILES	ALOX12 inh
COC(=O)[C@@H]1Cc2c([nH]c3ccccc23)[C@H]2C[C@@H](NCCNC(C)=O)C[C@@H](c3ccc(C)cc3)N21	17.3%
Cc1cc(C)c(C)c(S(=O)(=O)Nc2ccc(N)c([N+](=O)[O-])c2)c1C	-8.8%
COCC1CN(C2CCC2)CC12CCN(C(=O)NCc1ccccc1)CC2 (configuration not stated)	52.1%[activator]
C[C@@H]1C(=O)O[C@H]2CC34[C@H]5C[C@@H](C(C)(C)C)C36[C@H](OC(=O)[C@@H]6O)O[C@@]4(C(=O)O5)[C@]21O (some centres not stated)	-4.9%[57.4 µM]
CC(NC(=O)Cc1cccs1)C1CCCO1 (configuration not stated)	67.5%[activator]
Cc1ccn2cc(-c3c(-c4ccccc4C)n(C)c(=O)n(C)c3=O)nc2c1	-18.6%
Cc1cc(F)ccc1S(=O)(=O)NC(CN(C)C)c1ccccc1 (configuration not stated)	-4.1%
O=C(NCCc1ccccn1)c1ccnc(-c2nnc3ccc(N4CCOCC4)nn23)c1	4.6%[176 µM]
CC1CCC2(CC1)SCC(=O)N2c1cccc(C(F)(F)F)c1 (configuration not stated)	2.0%
CCOc1ccc(/C=N/N=C/c2ccc(OCC)cc2)cc1	-17.9%
COc1cc(NC(=O)C(C)Sc2ncnc3nc[nH]c23)cc(OC)c1OC (configuration not stated)	?
O=C(Cc1cccnc1)N1CCC2(CC1)CN(Cc1ccccc1)CC2CO (configuration not stated)	65.6%[activator]
C=CCNC(=O)c1nc(-c2ccc3[nH]ccc3c2)no1	-3.9%
COC(=O)[C@]12C[C@H](CC(=O)N3CCN(C(=O)C4CC4)CC3)C(=O)N(CCC3=CCCCC3)C1=C[C@H](COCc1ccccc1)O[C@@H]2C	-8.6%
Cc1nc(CN2CC3(CCN(C)C3)c3cc(C(=O)Nc4ccc(F)cc4)ccc32)cs1 (configuration not stated)	17.6%[176 µM]
COc1ccc(NC(=O)N2CC[C@@]3(CCCN(C(=O)c4ccc(OC)cc4)C3)C2)cc1	6.6%[57.4 µM]
COc1ccc(C(=O)Nc2oc3ccccc3c(=O)c2-c2cccc(Cl)c2)cc1OC	?
NS(=O)(=O)c1ccc(NC(=O)COc2ncnc3ccccc23)cc1	4.5%
CCOC(=O)[C@]12CCCC=C1N(CCC1=CCCCC1)C(=O)[C@H](CC(=O)N1CCCC1)C2	0.6%
Cc1ccccc1NC(=O)N1CCN(c2ccc(=O)n(-c3ccc(F)cc3)n2)CC1	-19.0%
Cc1nc2sc3c(c2c2nc(C(=O)NCc4ccncc4)nn12)CC(C)(C)OC3	4.8%
O=C(c1n[nH]c(=O)c2ccccc12)N1CCN(C(=O)N2CC3CC(C2)[C@H]2CCCC(=O)N2C3)CC1 (some centres not stated)	56.2%[activator]
CCn1ncc(N2CCC(NC(=O)CC(C)(C)C)CC2)cc1=O	-5.9%
C/C(=N\NC(=O)C1CC1c1ccc(C(C)(C)C)cc1)c1ccccc1 (configuration not stated)	35.6%[activator]
CC1CCc2c(c(-c3ccc(O)cc3)nc3ccc4ccccc4c23)C1 (configuration not stated)	-5.3%
Cc1cccc(/C=N/NC(=O)c2ccc(-c3ccccc3)cc2)c1	-2.9%
COc1cccc(S(=O)(=O)N2CCCCCNC(=O)CC2c2ccccc2)c1 (configuration not stated)	?
CCNC(=O)[C@@H]1C[C@H](NC(=O)c2ccco2)CN1C(=O)Cn1nccc1C	18.3%
CCN(CC)c1ccc(S(=O)(=O)N(CC)CC)cc1N	-27.0%
CN1C(=O)C2(CC(=O)Nc3c2sc(C(=O)O)c3-c2ccccc2)c2ccccc21 (configuration not stated)	?

Reprinted from above, 15 compounds:
SMILES	ALOX12 inh
COc1ccc(NC(=O)N2CC[C@@]3(CCCN(C(=O)c4ccc(OC)cc4)C3)C2)cc1	6.6%[57.4 µM]
COc1ccc(C(=O)Nc2oc3ccccc3c(=O)c2-c2cccc(Cl)c2)cc1OC	?
NS(=O)(=O)c1ccc(NC(=O)COc2ncnc3ccccc23)cc1	4.5%
CCOC(=O)[C@]12CCCC=C1N(CCC1=CCCCC1)C(=O)[C@H](CC(=O)N1CCCC1)C2	0.6%
Cc1ccccc1NC(=O)N1CCN(c2ccc(=O)n(-c3ccc(F)cc3)n2)CC1	-19.0%
Cc1nc2sc3c(c2c2nc(C(=O)NCc4ccncc4)nn12)CC(C)(C)OC3	4.8%
O=C(c1n[nH]c(=O)c2ccccc12)N1CCN(C(=O)N2CC3CC(C2)[C@H]2CCCC(=O)N2C3)CC1 (some centres not stated)	56.2%[activator]
CCn1ncc(N2CCC(NC(=O)CC(C)(C)C)CC2)cc1=O	-5.9%
C/C(=N\NC(=O)C1CC1c1ccc(C(C)(C)C)cc1)c1ccccc1 (configuration not stated)	35.6%[activator]
CC1CCc2c(c(-c3ccc(O)cc3)nc3ccc4ccccc4c23)C1 (configuration not stated)	-5.3%
Cc1cccc(/C=N/NC(=O)c2ccc(-c3ccccc3)cc2)c1	-2.9%
COc1cccc(S(=O)(=O)N2CCCCCNC(=O)CC2c2ccccc2)c1 (configuration not stated)	?
CCNC(=O)[C@@H]1C[C@H](NC(=O)c2ccco2)CN1C(=O)Cn1nccc1C	18.3%
CCN(CC)c1ccc(S(=O)(=O)N(CC)CC)cc1N	-27.0%
CN1C(=O)C2(CC(=O)Nc3c2sc(C(=O)O)c3-c2ccccc2)c2ccccc21 (configuration not stated)	?

The listing continues:
SMILES	ALOX12 inh
CNc1nc2c(s1)C(c1cccc(F)c1)CC(=O)N2 (configuration not stated)	?
CCCC[N+](CCCC)(CCCC)CCCC	11.2µM*
COc1ccc(Cl)cc1-n1ccc2c(cnc3nc(C(F)(F)F)nn32)c1=O	14.6%
CNC(=O)N1C[C@@H](CN(C)C)[C@H](NS(=O)(=O)c2ccc(F)cc2F)C1	?
O=C(Cn1cccc(C(F)(F)F)c1=O)Nc1cccc(OC(F)(F)F)c1	-1.3%
Cc1nnc(CN2CCC(N3CCCC(C(=O)NCCc4ccccc4)C3)CC2)o1 (configuration not stated)	87.9%[activator]
O=C([C@@H]1C[C@H](Oc2ccccc2)CN1C(=O)C1CCC1)N1CCCC1	39.9%[activator]
COC(=O)N1CCC2(CC1)CN(C(=O)Nc1cccc(C#N)c1)C2	-8.1%[57.4 µM]
O=C1CN(CC(=O)Nc2ccc(F)cc2F)CCN1	50.5%[activator]
O=C(Nc1cccnc1)c1ccnc(-c2nnc3ccc(Nc4ccccc4)nn23)c1	65.2%[activator][176 µM]
CCc1cccc(NC(=O)Cn2nc3c(cc2=O)CCCC3)c1	20.5%
C/C(=N/Nc1ccc(S(N)(=O)=O)cc1[N+](=O)[O-])c1ccc(Br)cc1	?
CCCCN(CC)C(=O)CSc1n[nH]c(=O)c2cc(-c3ccc(OC)c(OC)c3)nn12	?
O=C1CC(c2ccccc2)N(S(=O)(=O)c2cccc(F)c2)CCCCCN1 (configuration not stated)	11.9%
O=C(CCc1ncc(-c2c(F)cccc2F)o1)N1CCC(OCc2ccccc2)CC1	-5.2%
O=C(Cn1cnc2cc(F)ccc2c1=O)N1CCCC1c1ccc2c(c1)OCCO2 (configuration not stated)	2.0%
CCOC(=O)CC1(C)N(S(=O)(=O)c2ccc(C)cc2)c2ccccc2N1S(=O)(=O)c1ccc(C)cc1	10.8%
CC(C)(C)c1ccc(CN2CCN(Cc3cc4n(n3)CCNC4)CC2)cc1	-3.2%
C/C(=N\Nc1ccc(F)cc1F)c1sc2ccc(Cl)cc2c1C	?
Cc1cccc(NC(=O)N2C[C@@H](F)C[C@H]2C(=O)N2CCCCC2)c1C	6.5%
CC(NC(=O)c1ccc(-c2ccccc2)cc1)C1CC2CCC1C2 (configuration not stated)	1.5%
O=C(c1ccccc1Cl)N1CCC2(CC1)CCN(CCc1ccccc1)c1ccccc1O2	?
CCCCn1nc(C(=O)Nc2nc(-c3cc(F)ccc3F)cs2)c2ccccc2c1=O	-5.2%
Brc1ccc(CSc2nc3ccccc3s2)cc1	-0.7%
COc1ccc(C(=O)N2CCC3(CC2)N=C(c2ccc(Br)cc2)NO3)cc1	29.1%
CC(C)CNC(=O)N1C[C@@H](Oc2cccnc2)C[C@H]1C(=O)N1CCOCC1	50.9%[activator]
O=C(/C=C/c1cccs1)NC(=S)NNC(=O)c1ccccc1	?
Cc1cccc(Cn2c(-c3ccc(F)cc3)nc(C)c(CCO)c2=O)c1	?
O=C1NC2(CCCN([S+](=O)([O-])c3ccsc3)C2)COc2ccccc21 (configuration not stated)	104.8%[activator]
Cc1cnc(C(=O)N[C@@H]2CCC[C@@H]2C(=O)NCc2ccc(OC(F)(F)F)cc2)cn1	22.4%
CC(=O)Nc1ccc(NC(C)C(=O)Nc2ccc(Cl)cn2)cc1 (configuration not stated)	8.1%
CCOC(=O)c1ccccc1NC(=O)Cn1ccn2nc3c(c2c1=O)CCCCC3	-1.7%

Not all compounds are listed, so the mix of outcomes need not match the whole.
